Bioassay records as filed in PubChem BioAssay.
DT40 TDP1 CPT = DT40-hTDP1 cell growth loss with CPT. AID 686979. chicken DT40 Tdp1-/-;hTDP1 cells + 20 nM CPT, ATP luminescence, 48 h. Potency, µM (highest dose often 46.2 µM), for the others: at the top dose activity change, negative = growth inhibition, usual class: inhibitors. 12% of 420,000 active; active means well fitted inhibition curve with a large enough effect; inconclusive means small, poorly fitted or top-dose-only effect; further: nearly all actives have a fitted effect of over 55% in size
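Cell growth measured by CellTiter-Glo luminescence after a minimum 48 h, 37 C compound exposure with 20 nM CPT in Tdp1-knockout DT40 cells stably expressing hTDP1, seeded 400/well; qHTS titration format.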
An asterisk follows results filed as active; ? = inconclusive; [ ] = remark or other dose. On the % scale 0 is the no-effect control and ±100 the full control effect; potency means the concentration at half of the fitted maximal effect.

SMILES	DT40 TDP1 CPT
CCCCn1nnnc1C(c1ccccc1)N1CCN(C(=O)c2ccco2)CC1 (stereo not given)	-5%
CCc1nc2c(OCc3ccccc3)cccn2c1N(C)C(=O)c1ccc(OC)cc1	-23%
Nc1ccc(CCCC(=O)NCc2cccnc2)cc1	3%
COc1ccc(CN2C[C@@H](CO)O[C@@H](n3cnc4c(NCc5cc(OC)c(OC)c(OC)c5)ncnc43)C2)cc1	?
CCc1nc2c(OCc3ccc(C(=O)OC)cc3)cccn2c1N(C)C(=O)C(C)C	21µM*
COc1ccc(S(=O)(=O)Nc2ccc3c(c2)[C@H]2C[C@H](CC(=O)NCC4CC4)O[C@@H](CO)[C@H]2O3)cc1	-23%
OC(c1ccc(F)cc1)c1ncc(-c2cccc3ccccc23)[nH]1 (stereo not given)	?
CC(O)(c1ccc(F)c(F)c1)c1nc(-c2cc(F)cc(F)c2)cs1 (stereo not given)	?
O=S1(=O)CC(N2CCCC2)CN1CCc1ccccc1 (stereo not given)	-20%
COC(=O)[C@@]12C[C@@H](CC(=O)NCc3ccccc3)C(=O)N(CCc3ccc(OC)c(OC)c3)C1=CCC(C)(C)C2	13µM*
O=C(Nc1c(-c2ccccc2)[nH][nH]c1=O)c1ccccc1	2%
COc1cc(-c2cc(C(=O)O)c3cc4ccccc4cc3n2)cc(OC)c1OC	12%
O=C(NC(c1ccc(Cl)cc1)c1cnccn1)C1CCN(Cc2ccccc2)CC1 (stereo not given)	?
O=C(Nc1ccccc1OC(F)F)c1ccc(N2CCCC2=O)cc1	0%
O=C1NC[C@@H](CCCCN2C[C@H](Cc3ccc(O)cc3)N(CCc3ccc(O)cc3)C(=O)C2=O)N(CC2CCCCC2)C1=O	0%
CNc1cncc(-c2cccc(C(=O)NC3CC3)c2)n1	?
COc1ccc(CN2C(=O)COc3ccccc3C2c2nc3ccccc3[nH]2)cc1 (stereo not given)	-22%
CCc1nc2ccc(C(=O)N3CCN(C(C)=O)CC3)cn2c1N(CC)C(C)=O	8%
CC(=O)c1cccc(NC(=O)C(C)Sc2nnc3ccccn23)c1 (stereo not given)	-9%
CCNC(=O)C1(C)CCCN(C(=O)c2cc(-c3cccs3)oc2C)C1 (stereo not given)	?
O=c1c2cc(F)ccc2sn1-c1ccccc1Cl	2.6µM*
CC1(C(=O)NCc2ccccc2)Cc2c(-c3cccc(C(N)=O)c3)ccnc2O1 (stereo not given)	3.3µM*
COc1ccccc1-c1ccc(C(=O)NCCN2CCOCC2)c(N2CCN(c3ccccc3F)CC2)n1	3%[9.04 µM]
COCOc1cccc(CN2CCC(C)(Oc3cccc(C#N)c3)C2)c1 (stereo not given)	?
CCOC(=O)[C@]12CCCC=C1N(Cc1ccc(Cl)cc1Cl)C(=O)[C@H](CC(=O)N1CCC(c3ccccc3)CC1)C2	16µM*
O=C(NCCCn1ccnc1)c1[nH]c(C(F)(F)F)nc1-c1ccccc1	4%
C[C@H](CO)N1C[C@H](C)[C@H](CN(C)S(=O)(=O)c2ccccc2C#N)OCc2cnnn2CCCC1=O	-15%
CCCCCCCCN1C(=O)[C@H](CC(=O)NCCCCc2ccccc2)C[C@@]2(C(=O)OC)CC(C)(C)CC=C12	16µM*
Cc1ccc2nc(-c3cccc(Br)c3)c(Cc3ccccc3C(F)(F)F)n2c1	-29%
COCCCN1C(=O)C(CC(=O)NCCCN(C)C)CC(C(=O)N(C(C)C)C(C)C)=C1C (stereo not given)	-5%
N#Cc1ccc(C(=O)N2CCCCC2c2cc(C(=O)Nc3cccc(C#N)c3)no2)cc1 (stereo not given)	?
COC(=O)[C@@H]1CCCN1C(=O)c1c(OC)cc(=O)n2c1CCN(Cc1ccc3c(c1)CCO3)CC2	27%
CN(C)c1cccc(NC(=O)C2Cc3c(-c4ccc(Cl)cc4)ccnc3O2)c1 (stereo not given)	?
FC(F)(F)c1cccc(-c2cc3nc(NCCOc4ccccc4)ccn3n2)c1	?
Cc1nc2cc(NC(=O)C3(C)CCCN(C(C)C)C3)ccc2o1 (stereo not given)	2%
Nc1ccn([C@@H]2O[C@H](CNCc3cccc4c3sc3ccccc34)[C@@H](O)[C@H]2O)c(=O)n1	21%
Nc1cc(=O)n(Cc2ccco2)c(=S)[nH]1	10%
CN(C)c1ccc(-c2ccnc3c2CC(C)(C(=O)NCc2ccco2)O3)cc1 (stereo not given)	4.1µM*
COc1ccc(OCC(=O)N2CCCC(Nc3ccc(C)c(C)c3)C2)cc1 (stereo not given)	-13%
COc1ccc(C(C(=O)NC(C)(C)C)n2c(-c3ccc(C(F)(F)F)cc3)nc3ccccc32)cc1 (stereo not given)	16µM*
CC1Cc2ccccc2N1C(=O)CSc1ccccn1 (stereo not given)	-9%
O=C(NCc1ccccn1)[C@@H]1CCCN1C(=O)[C@@H]1CCCN1C(=O)c1cccs1	-2%
Cc1ccc(S(=O)(=O)N2CCOCC2)cc1NC(=O)COC(=O)c1ccco1	-9%
CCC(C(=O)NC(C)(C)C)N(Cc1ccc(OC)cc1)C(=O)c1snc(C(N)=O)c1N (stereo not given)	-23%
CS(=O)(=O)c1ccc(-c2cccc(NC(=O)c3ccc4c(c3)OCO4)c2)nn1	?
OC[C@@H]1CN(CCN2CCOCC2)C[C@H](n2cnc3c(NCc4ccco4)ncnc32)O1	-5%
CCOC(=O)c1c[nH]c2cc(OCC(C)C)c(OCC(C)C)cc2c1=O	-4%
O=C1C(=Cc2ccncc2)CCCc2ccccc21	23µM*
COc1cc(C(=O)NC(CCSC)C(=O)Nc2ccc(N3CCOCC3)cc2)cc(OC)c1OC (stereo not given)	5%
CCCC(=O)N1CCC1(C)C(=O)NS(=O)(=O)c1cc2c(cc1C)CCCS2(=O)=O (stereo not given)	-21%
CC(=O)NC(C)(c1ccccc1)c1nc(-c2cncnc2)cs1 (stereo not given)	-11%
CCc1nc2c(OCc3ccc(C(=O)N(C)C)cc3)cccn2c1N(C)C(=O)Nc1ccccc1OC	?
COc1cccc(C(C)(O)c2nc(-c3ccc(F)c(Cl)c3)cs2)c1 (stereo not given)	?
CCOC(=O)[C@]12CCC=C1N(Cc1ccccc1)C(=O)[C@H](CC(=O)NCc1ccc(OC)c(OC)c1)C2	?
COCCNC(=O)C1(C)CCN(C(=O)c2cccc(C)c2C)C1 (stereo not given)	?
CC(O)(c1ccc(F)c(F)c1)c1nc(-c2ccc(F)c(Cl)c2)cs1 (stereo not given)	?
C#CCNC(=O)C[C@@H]1C[C@@]2(C(=O)OC)CCCCC=C2N(CCCCCCCC)C1=O	16µM*
Cc1cnc(-n2ncc(C(=O)NCC(C)(C)N3CCOCC3)c2C)nc1-c1cccs1	1%[9.04 µM]
CC(C)CCNC(=O)c1cc(S(=O)(=O)N2CCC3(CC2)OCCO3)ccc1F	?
CCOc1ccc(CNC(=O)C2CCCN(S(=O)(=O)N3CCC(C)CC3)C2)cc1OC (stereo not given)	?
New compounds follow:
SMILES	DT40 TDP1 CPT
CCCNC(=O)N[C@H]1C=C[C@H](CC(=O)NC2CCCCC2)O[C@@H]1CO	5%
CC(=O)Nc1ccc(-c2ccnc3c2CC(C)(C(=O)Nc2cccc(Oc4ccccc4)c2)O3)cc1 (stereo not given)	26µM*
Cc1cc(C)cc(C(=O)NCc2nc(-c3cccc(NC(=O)c4ccccn4)c3)oc2C)c1	0%[9.04 µM]
COc1ccc(Cl)cc1NS(=O)(=O)c1cccc(C(=O)NCCCN2CCOCC2)c1	-17%
C=CCC1CCCCC1=C(C#N)c1ccccc1 (stereo not given)	1%
COc1cccc(CNC(=O)CCNC(=O)N2CC(=O)Nc3ccccc32)c1	5%
CCCCCNC(=O)C(c1cc2ccccc2o1)n1c(=O)c(-c2ccco2)nc2ccccc21 (stereo not given)	?
CC1(Cc2cccc(F)c2)C(=O)Nc2ccc(-c3cccnc3)cc21 (stereo not given)	12µM*
CCCS(=O)(=O)NCc1c(C)ncc2c1CCN(C(=O)c1cccc(-c3ccccc3F)c1)C2	7%[9.04 µM]
CCOC(=O)c1c(C)[nH]c(C)c1C(=O)COC(=O)c1nn(CC)c(=O)c2ccccc12	-20%
Cc1cn([C@H]2C[C@H](O)[C@@H](/C=C/C(=O)NCCc3ccc(S(N)(=O)=O)cc3)O2)c(=O)[nH]c1=O	4%
CS(=O)(=O)N1Cc2cc(C(=O)NCC3CC3)nc(-c3cccc(-c4cccnc4)c3)c2[C@@H]1CCO	?
CCC1=C(Nc2ccccc2)COC1=O	-3%
CCOc1ccccc1Nc1cc(C)nc2ccccc12	18µM*
CC(C)(C)NC(=O)C(c1ccccc1)n1c(=O)c(-c2ccccc2)nc2ccccc21 (stereo not given)	?
C(=C\c1ccccc1)/CN1CCN(C(c2ccnc3ccccc23)c2nnnn2-c2ccc3c(c2)OCCO3)CC1 (stereo not given)	16µM*
COc1ccccc1CNc1nc(NCC2CC2)nc2ccsc12	10µM*
COc1cccc(CN2CCN(C(=O)[C@H]3O[C@@H](n4cnc5c(N)ncnc54)[C@H](O)[C@@H]3O)CC2=O)c1	13%
CCCCNC(=O)C1C(c2ccc(OC)cc2)=Nc2ccccc2N1C(=O)c1ccncc1 (stereo not given)	23µM*
C[C@H]1CN([C@@H](C)CO)C(=O)c2cc(Br)cnc2O[C@H]1CN(C)C(=O)c1cnccn1	3%

An excerpt of these results, as a markdown table:
| SMILES | DT40 TDP1 CPT |
| --- | --- |
| Cc1cn([C@H]2C[C@H](O)[C@@H](/C=C/C(=O)NCCc3ccc(S(N)(=O)=O)cc3)O2)c(=O)[nH]c1=O | 4% |
| CS(=O)(=O)N1Cc2cc(C(=O)NCC3CC3)nc(-c3cccc(-c4cccnc4)c3)c2[C@@H]1CCO | ? |
| CCC1=C(Nc2ccccc2)COC1=O | -3% |
| CCOc1ccccc1Nc1cc(C)nc2ccccc12 | 18µM* |
| CC(C)(C)NC(=O)C(c1ccccc1)n1c(=O)c(-c2ccccc2)nc2ccccc21 (stereo not given) | ? |

(cont.)
SMILES	DT40 TDP1 CPT
COc1ccc(S(=O)(=O)NC(=O)C2(C)CCN2C(=O)C2(c3ccc(Cl)cc3)CCC2)cc1 (stereo not given)	1%
C[C@@H]1CN([C@@H](C)CO)C(=O)c2c(c3ccccc3n2C)-c2ccccc2CO[C@H]1CN(C)S(=O)(=O)c1ccc(C(F)(F)F)cc1	-26%
CC1=C(C(=O)N(C)C)CC(CC(=O)NCc2ccco2)C(=O)N1CCC1=CCCCC1 (stereo not given)	-2%
CN(C)CCN1CCN(C2CN(Cc3ccc(F)cc3)S(=O)(=O)C2)CC1 (stereo not given)	7%
CCCN(C)C[C@H]1OCc2cnnn2CCCC(=O)N([C@H](C)CO)C[C@@H]1C	1%
COc1ccc([C@@H]2CC(=O)[C@@H]3CN(S(=O)(=O)c4ccc(C)cc4)[C@H](c4ccccc4)C[C@@H]3N2S(=O)(=O)c2ccccc2)cc1	-16%
COCCC1CCCCN1Cc1nc(N2CCCC2)c2cc(OC)c(OC)cc2n1 (stereo not given)	?
CN(NS(=O)(=O)c1ccc([N+](=O)[O-])cc1)c1ccccc1	3%
COc1cc(C=CC(=O)c2ccccc2)cc(OC)c1OC	5.8µM*
O=C(NC(c1ccc(Cl)cc1)c1cnccn1)C1CCN(CCCc2ccccc2)CC1 (stereo not given)	23µM*
CC(C)(C)NC(=O)C(c1cccc2ccccc12)n1c(=O)c(-c2ccco2)nc2ccccc21 (stereo not given)	23µM*
c1ccc2c(-c3cc(NCc4ccncc4)n4nccc4n3)cccc2c1	-29%
COc1ccc(-c2coc3c(C(=O)NCc4ccc(F)c(F)c4)cccc23)c(C)c1	?
CCCCN(C)C(=O)c1ccc(Nc2nc(C(N)Cc3ccccc3)cs2)nc1 (stereo not given)	23µM*
CCCN(CCC)Cc1cc(=O)oc2cc(C)ccc12	?
CC(C)(C)c1ccc(C(=O)N2CCC2(C)C(=O)NCc2ccc3c(c2)OCO3)cc1 (stereo not given)	12µM*
O=C(NC(Sc1ccc(Cl)cc1)C(=O)O)c1ccccc1 (stereo not given)	21µM*
C[C@H](CO)N1C[C@H](C)[C@H](CN(C)S(C)(=O)=O)OCc2cnnn2CCCC1=O	-3%
CO[C@H](C(=O)N(C)C[C@@H]1OCc2ccccc2-c2c(n(C)c3ccccc23)C(=O)N([C@H](C)CO)C[C@@H]1C)c1ccccc1	-12%
COc1ccc([C@H]2C[C@@H](O)[C@H](n3cc(-c4ccc(F)cc4)nn3)CN2C(=O)C2CCCCC2)cc1	?

Four of the compounds above, field by field:
CN(C)CCN1CCN(C2CN(Cc3ccc(F)cc3)S(=O)(=O)C2)CC1 (stereo not given)
  DT40 TDP1 CPT: 7%

COCCC1CCCCN1Cc1nc(N2CCCC2)c2cc(OC)c(OC)cc2n1 (stereo not given)
  DT40 TDP1 CPT: ?

CCCN(C)C[C@H]1OCc2cnnn2CCCC(=O)N([C@H](C)CO)C[C@@H]1C
  DT40 TDP1 CPT: 1%

O=C(NC(c1ccc(Cl)cc1)c1cnccn1)C1CCN(CCCc2ccccc2)CC1 (stereo not given)
  DT40 TDP1 CPT: 23µM*

(listing goes on)
SMILES	DT40 TDP1 CPT
CC1(C(=O)Nc2cccc(Oc3ccccc3)c2)CCN1Cc1cccc2c1OCO2 (stereo not given)	?
CC1CCCCC12NC(=O)N(CC(=O)NCc1cccs1)C2=O (stereo not given)	9%
Cc1cn([C@H]2C[C@H](O)[C@@H](CNCc3ccccc3OCCCN3CCOCC3)O2)c(=O)[nH]c1=O	8%
C[C@H](O)[C@@H]1C(=O)N2CCc3c([nH]c4ccccc34)[C@@H]2C[C@@H]1N(C)C(=O)c1cc(Cl)cc(Cl)c1	23µM*

Only part of the results is shown. The share of hits here may be higher or lower than overall.
